procasp7 counter – counter-screen for procaspase-3 activators: activators of human procaspase-7. 330,000 tested, 0.093% active. P55210. AID 463210. recombinant procaspase-7, Ac-DEVD-pNA absorbance 405 nm; D23A/D198A/D206A triple mutant, cannot self-cleave; scale: DMSO 0, 5 µM enzyme 100. activation, % at 8.5 µM;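 active = percent activation above the screen-wide mean plus 3 SD, cut at about 25% in these data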
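Detection: p-Nitroaniline absorbance at 405 nm, read at 0 and 120 min; system: Uncleavable procaspase-7 mutant enzyme; evaluation: % activation from two-timepoint absorbance difference, scaled to controls; times: 1 h enzyme–compound preincubation and 2 h substrate reaction, both 25 °C; buffer or medium: Zinc-free HEPES pH 7.4 with 300 mM NaCl, 0.01% Triton X-100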
EBNA-1 inh – blocks EBNA-1 binding to DNA. inhibition, % at 14.8 µM. AID 1950. 300,000 tested, 0.34% active. EBNA-1 DNA binding, fluorescence polarization; in the data active = inhibition above about 28%
LAP4 TOR yeast – yeast TOR pathway LAP4-GFP modulation. GFP response vs DMSO, % at 10 µM. S. cerevisiae LAP4-GFP multiplex, flow cytometry GFP, 3 h; median GFP as percent of DMSO wells. 320,000 tested, 0.34% active;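 active = GFP response vs DMSO above a set limit, about the screen mean plus 3 SD, cut at about 150% in these data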
proCasp3 act – activates human procaspase-3 | P42574 | recombinant procaspase-3 D3A, Ac-DEVD-pNA absorbance 405 nm | activation, % at 8.5 µM | 330,000 tested, 0.11% active;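 active = activation above the mean of all tested compounds plus 3 SD, cut at about 21% in these data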;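 note: 0% = DMSO alone and 100% = DMSO wells spiked with extra 5 µM PC-3 D3A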
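assay system = Procaspase-3 D3A mutant | signal = absorbance at 405 nm, 0 and 120 min | times = 1 h preincubation plus 2 h reaction at 25 °C | repeats = single replicate | read-out = % activation between DMSO and enzyme-spiked controls | medium = Zinc-free HEPES saline buffer with Triton X-100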
MEP2-GFP yeast – alters MEP2-GFP fluorescence in TOR pathway yeast screen; S. cerevisiae MEP2-GFP strain, flow cytometry GFP, 3 h; 100% = DMSO control level; GFP response vs DMSO, % at 10 µM; 330,000 tested, 0.51% active;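 active = GFP response versus DMSO above a set limit, roughly screen mean plus 3 SD, cut at about 180% in these data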;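 note: median GFP fluorescence of the barcode-gated MEP2-GFP cells per well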
RPL19A TOR yeast – alters RPL19A-GFP fluorescence in TOR pathway yeast screen. S. cerevisiae RPL19A-GFP strain, flow cytometry, 3 h; hits give low values. 330,000 tested, 0.3% active. percent response vs DMSO, % at 10 µM. AID 2025;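 active = percent response vs DMSO below 50%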;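 note: median channel GFP fluorescence of the barcoded RPL19A-GFP strain; ratio of sample median GFP to plate DMSO average so 100% = DMSO; lower means less RPL19A-GFP as with rapamycin TOR inhibition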
ZTA DNA inh – blocks Epstein-Barr virus ZTA, an EBNA-1 counter-screen; P03206; ZTA-DNA binding, fluorescence polarization; inhibition, % at 11 µM; 320,000 tested, 0.15% active; in the data active = inhibition above about 33%
AHR act – activators of human aryl hydrocarbon receptor; P35869; AHR-responsive luciferase reporter cells, luminescence; activation, % at 5 µM; 320,000 tested, 2.5% active; AID 2796; in the data active = activation above about 47%;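 note: 0% = vehicle wells and 100% = reference agonist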
Starred values were filed as active, the others as inactive; / = no result given; [ ] = remark or other dose.

#	Compound	procasp7 counter	EBNA-1 inh	LAP4 TOR yeast	proCasp3 act
1	NC(=O)c1ccc[n+](CCC[n+]2cccc(C(N)=O)c2)c1	0	-5	104	0
2	CSc1nnc2c(n1)OC(c1cccn1C)N(C(C)=O)c1ccccc1-2 (stereo unspecified)	2	2	95	12
3	CC(C)n1cc(C(=O)c2cc(Br)ccc2O)cc(C#N)c1=O	7	2	90	-1
4	NS(=O)(=O)c1ccc(Nc2nc(-c3ccc(F)cc3)cs2)cc1	-2	-6	98	2
5	CS(=O)(=O)Nc1ccccc1C(=O)NCCSCc1ccccc1	13	-3	100	15
6	Cc1nc2sc3c(c2c(=O)[nH]1)CCC3	-3	7	98	4
7	Cc1cc(C)nc(/N=C(\N)Nc2ccc(S(=O)(=O)Nc3nc(C)cc(C)n3)cc2)n1	6	8	97	11
8	CCNS(=O)(=O)c1ccc(NS(C)(=O)=O)cc1	-8	10	97	-8
9	COc1cc(COCC(O)CN2CCN(Cc3ccc4c(c3)OCO4)CC2)cc(OC)c1OC (stereo unspecified)	-4	-1	92	2
10	CC(C)(C)OC(=O)C[C@H]1C/C=C\C[C@@H](CC(=O)N[C@H](CO)Cc2ccccc2)C(=O)NC[C@@H](c2ccccc2)OC1=O	3	/	94	8
11	CCN(CC(=O)NCc1ccc(Cl)cc1)C(=O)NCc1ccc(Cl)cc1	-4	6	89	3
12	COCCOC(=O)c1c(NC(=O)COC(=O)c2ccc(C)o2)sc(C(N)=O)c1C	-3	/	104	0

#	MEP2-GFP yeast	RPL19A TOR yeast	ZTA DNA inh	AHR act
1	102	98	8	1
2	105	99	7	1
3	98	99	-1	0
4	101	94	-8	-6
5	105	100	-4	0
6	99	99	13	14
7	95	97	-7	1
8	98	99	4	1
9	100	100	0	0
10	93	94	/	-1
11	84	86	8	0
12	101	99	10	1

Five compounds out of the list above, arranged by the number in AHR act, lowest first:
entry	Structure	AHR act
4	NS(=O)(=O)c1ccc(Nc2nc(-c3ccc(F)cc3)cs2)cc1	-6
10	CC(C)(C)OC(=O)C[C@H]1C/C=C\C[C@@H](CC(=O)N[C@H](CO)Cc2ccccc2)C(=O)NC[C@@H](c2ccccc2)OC1=O	-1
3	CC(C)n1cc(C(=O)c2cc(Br)ccc2O)cc(C#N)c1=O	0
1	NC(=O)c1ccc[n+](CCC[n+]2cccc(C(N)=O)c2)c1	1
6	Cc1nc2sc3c(c2c(=O)[nH]1)CCC3	14

(continued)
#	Compound	procasp7 counter	EBNA-1 inh	LAP4 TOR yeast	proCasp3 act
13	Cc1ccc(C)c(OCC(=O)Nc2ccc(S(=O)(=O)Nc3ccccn3)cc2)c1	1	3	99	12
14	Cc1ccc(C)c(NNC(N)=S)c1	4	1	92	-2
15	O=C(CSc1ncccn1)Nc1ccc(Cl)c(S(=O)(=O)N2CCOCC2)c1	0	/	97	-1
16	O=C(CN1CCC(n2nnc3ccccc32)CC1)Nc1ccc2c(c1)CCC2	-5	-4	112	5
17	Cc1onc(-c2ccccc2)c1C(=O)NCC(=O)Nc1cc(Cl)ccc1Cl	1	/	104	-3
18	Cc1ccc(S(=O)(=O)N/N=C/c2cccc(OC3CSC3)c2)cc1	5	-3	84	-3
19	COc1ccc(-n2nc(C(=O)NCC(=O)N3CCN(Cc4ccc5c(c4)OCO5)CC3)c3ccccc3c2=O)cc1OC	1	-5	99	4
20	COCCn1c(N)c(N(Cc2ccccc2)C(=O)COc2ccccc2F)c(=O)[nH]c1=O	-3	/	104	4
21	COc1ccc(N2CCN(Cc3nc4cc(Cl)ccc4c(=O)[nH]3)CC2)cc1	3	-6	110	-2
22	C=CCSc1nc(C)cc2c1C(=O)OC2	4	-9	98	4
23	O=C(OCC(=O)c1ccccc1)C1=NN(c2ccccc2)C(=O)CC1	1	/	96	9
24	CN(CC(=O)Nc1ccccc1N1CCOCC1)CC(=O)Nc1ccc(F)c(F)c1F	-10	-1	98	5

#	MEP2-GFP yeast	RPL19A TOR yeast	ZTA DNA inh	AHR act
13	106	95	-6	0
14	102	96	-10	9
15	105	95	/	0
16	103	102	8	7
17	103	102	/	13
18	97	100	3	1
19	97	112	-11	1
20	100	100	22	-1
21	127	99	1	-2
22	128	105	-5	2
23	95	94	/	3
24	107	105	-6	6

Further records.
#	Compound	procasp7 counter	EBNA-1 inh	LAP4 TOR yeast	proCasp3 act
25	CC(=O)Nc1ccc(S(=O)(=O)N2CCN(C(C)CCc3ccccc3)CC2)cc1 (stereo unspecified)	-1	6	/	12
26	Brc1cc2c(cc1CSc1ncccn1)OCO2	1	-9	114	-5
27	COc1ccc(N2CC(C(=O)OCC(=O)c3cccc(OC)c3)CC2=O)cc1 (stereo unspecified)	-3	4	111	0
28	Cc1nnc(CN(C)C(=O)c2cc(COc3ccc(F)cc3Cl)on2)o1	-1	2	99	7
29	Cc1ccc(SCC(=O)Nc2ccc(S(N)(=O)=O)cc2)cc1	4	7	115	8
30	O=c1c(C=NCCCO)c(-c2ccccc2)[nH]n1-c1nc2ccccc2s1	3	10	103	-1
31	O=S(=O)(Nc1ccc(-c2cnco2)cc1)c1ccccc1	-2	7	113	10
32	CCCCn1c(N)c(N(Cc2ccccc2OC)C(=O)COc2cc(C)ccc2Cl)c(=O)[nH]c1=O	4	0	109	3
33	CCn1c(CNC(=O)c2cccc(C)c2)nnc1SCC(=O)Nc1cccc(OC)c1	7	7	110	1
34	O=C(Nc1ccc(OC(F)(F)F)cc1)C1CCCN(C(=O)c2ccc(Cl)cc2)C1 (stereo unspecified)	-16	/	101	-1
35	COc1ccccc1C(=O)Nc1ccc(OCC(=O)N2C(C)CCCC2C)cc1 (stereo unspecified)	5	/	90	6
36	CCN(CC)c1ccc(C2C(C(=O)OCCOC(C)C)=C(C)NC3=C2C(=O)CCC3)cc1 (stereo unspecified)	-14	-11	98	-13

#	MEP2-GFP yeast	RPL19A TOR yeast	ZTA DNA inh	AHR act
25	113	95	-16	1
26	108	102	-23	26
27	111	104	2	-5
28	107	107	-1	0
29	95	102	15	1
30	101	104	2	12
31	96	97	-3	-2
32	89	95	-3	5
33	108	106	-6	0
34	104	101	-12	-1
35	98	98	5	-5
36	101	99	0	3

Further structures:
#	Compound	procasp7 counter	EBNA-1 inh	LAP4 TOR yeast	proCasp3 act
37	CCOc1ccc(/C=N/NC(N)=S)cc1	7	8	109	9
38	CCC1CCCCN1C(=O)COc1c(Br)cc(Br)c2cccnc12 (stereo unspecified)	13	-4	86	-5
39	COC(=O)c1ccccc1S(=O)(=O)N(CCCO)Cc1cc2c(C)ccc(C)c2[nH]c1=O	2	6	103	0
40	O=C(O)c1sc2cc(C(F)(F)F)cnc2c1-c1ccccn1	11	0	106	2
41	CCN(CC)C(=O)N1CCN(Cc2ccc3c(c2)OCO3)CC1	8	-8	93	3
42	Cc1cccc(-c2nnnn2-c2cccc(C)c2)c1	-5	-12	86	-7
43	O=C(NCCS(=O)(=O)N1CCCCC1)c1ccc2c(c1)OCO2	5	-2	100	1
44	COc1cccc(C(=O)c2c[nH]c(C(=O)NCCCN(C)C)c2)c1	2	-3	89	6
45	O=C(CCCn1cc([N+](=O)[O-])cn1)Nc1ccc2c(c1)OCO2	-12	-10	104	-4
46	CC1(c2cccc(Br)c2)NC(=O)N(CC(=O)N2CCc3ccccc32)C1=O (stereo unspecified)	-2	/	97	14
47	COc1cccc(CN2CCNC(=O)C2CC(=O)N2CCOc3ccccc3C2)c1OC (stereo unspecified)	5	1	104	2
48	CCCCCCCCCCCCN1[C@@H](CC(C)=O)c2cc(F)ccc2S1(=O)=O	-3	12	107	-1

#	MEP2-GFP yeast	RPL19A TOR yeast	ZTA DNA inh	AHR act
37	101	98	9	16
38	88	89	-4	15
39	101	103	6	14
40	97	98	16	0
41	99	103	-4	7
42	100	92	10	-3
43	106	97	-5	0
44	90	92	10	0
45	101	102	-2	25
46	95	97	-17	0
47	95	94	17	3
48	96	102	-9	2

Grouped by structure, those above containing two or more sulfur atoms
#	Compound	procasp7 counter	EBNA-1 inh	LAP4 TOR yeast	proCasp3 act
4	NS(=O)(=O)c1ccc(Nc2nc(-c3ccc(F)cc3)cs2)cc1	-2	-6	98	2
5	CS(=O)(=O)Nc1ccccc1C(=O)NCCSCc1ccccc1	13	-3	100	15
8	CCNS(=O)(=O)c1ccc(NS(C)(=O)=O)cc1	-8	10	97	-8
15	O=C(CSc1ncccn1)Nc1ccc(Cl)c(S(=O)(=O)N2CCOCC2)c1	0	/	97	-1
18	Cc1ccc(S(=O)(=O)N/N=C/c2cccc(OC3CSC3)c2)cc1	5	-3	84	-3
29	Cc1ccc(SCC(=O)Nc2ccc(S(N)(=O)=O)cc2)cc1	4	7	115	8

#	MEP2-GFP yeast	RPL19A TOR yeast	ZTA DNA inh	AHR act
4	101	94	-8	-6
5	105	100	-4	0
8	98	99	4	1
15	105	95	/	0
18	97	100	3	1
29	95	102	15	1

Next part
#	Compound	procasp7 counter	EBNA-1 inh	LAP4 TOR yeast	proCasp3 act
49	CC(C)[C@H](NC(=O)c1ccccc1)C(=O)OCC(=O)c1c(N)n(C)c(=O)n(C)c1=O	5	/	102	1
50	COc1cc(C(=S)NC2CCCCC2)ccc1O	-7	-6	101	-11
51	O=C(O)c1ccccc1NC(=O)c1cc(-c2ccccc2)nc2ccccc12	3	17	114	6
52	CCOc1ccccc1N1CCN(C(=O)CC(C)C)CC1	9	-5	91	14
53	CN(C)c1ccc(CN(C(=O)C2COc3ccccc3O2)C2CCS(=O)(=O)C2)cc1 (stereo unspecified)	3	0	106	4
54	CCOC(=O)c1cn(-c2ccccc2)nc1-c1ccncc1	-6	-17	100	3
55	CCOC(=O)c1c(O)c(O)c(C(=O)OCC)n1-c1ccccc1	-9	-12	98	-5
56	CCOC(=O)c1cc(C)n(-n2cnnc2)c1C	10	3	100	-4
57	COC(C[C@H]1O[C@H]1C(=O)[C@H](C)OCc1ccccc1)OC	-6	8	/	1
58	COc1cccc(CC(=O)N2CCCC(CCC(=O)N3CCN(c4ccccn4)CC3)C2)c1 (stereo unspecified)	1	1	100	9
59	COC(=O)CCNC(=O)CCc1ccc(S(=O)(=O)N2CCCCCC2)cc1	10	/	97	6
60	COC(=O)C1=NNC2(C)C(=O)N(c3ccc(C)cc3)C(=O)C12 (stereo unspecified)	5	3	101	-2

#	MEP2-GFP yeast	RPL19A TOR yeast	ZTA DNA inh	AHR act
49	99	97	/	2
50	103	103	1	1
51	102	102	23	-1
52	101	100	8	-2
53	101	98	12	2
54	100	103	-17	4
55	93	95	-4	-1
56	105	103	12	0
57	/	/	15	1
58	99	99	-3	0
59	101	98	3	0
60	94	96	-6	0

Remaining list, next part
#	Compound	procasp7 counter	EBNA-1 inh	LAP4 TOR yeast	proCasp3 act
61	O=C(COC(=O)C12CC3CC(CC(C3)C1)C2)Nc1ccc([N+](=O)[O-])cc1Cl	6	11	94	-4
62	Cc1cc(C(=O)c2ccccc2)c(NC(=O)CCl)s1	2	3	119	5
63	O=C(Nc1cccnc1)c1ccc(C(=O)Nc2cccnc2)cc1	12	5	98	8
64	CCNc1ccc2c(Cl)cc(=O)oc2c1	-1	18	82[may fluoresce violet]	-6

#	MEP2-GFP yeast	RPL19A TOR yeast	ZTA DNA inh	AHR act
61	101	100	-14	0
62	104	95	21	2
63	100	96	-23	6
64	126[may fluoresce violet]	73[may fluoresce violet]	6	23
